Compound activity as filed in PubChem BioAssay.
Integrin act MD: activators of alpha7 integrin expression for muscular dystrophy. alpha7betagal myoblasts, beta-gal FDG fluorescence, 48 h. Potency, µM (top dose mostly 38.3 µM), for inactives: at the highest dose activation, actives largely listed as activators. hit rate 0.064% among 350,000;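 further: potency means the concentration at half of the fitted maximal effect; 100% = response of the positive control SU9516; nearly all actives have a fitted effect of over 60% in size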
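alpha7betagal+/- myoblasts (passage 13, 250/well) treated 48 h at 37C with compounds at 1:260 dilution of DMSO stock. Lysed, then beta-galactosidase activity read as FDG fluorescence (ex 480/em 540) after 30 min, with pre-read for autofluorescence.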
TSG101-PTAP inh: blocks PTAP/TSG101 interaction to inhibit HIV-1 budding | Fluorescence polarization, FITC-PTAP peptide / Tsg101 binding | Potency, µM (highest dose often 115 µM), without a hit: top-dose activity change, negative = inhibition, hits mostly inhibitors | Q99816 | AID 493005 | 340,000 tested, under 10 active; active means well fitted inhibition curve with a large enough effect in the main read-out, with a control signal flat, not every such curve was filed as active; inconclusive means small, poorly fitted or top-dose-only effect, or effect the other way, or a change in a side signal; inactive means no such curve, though single readings can be large or run the other way; further: potency means the concentration at half of the fitted maximal effect; % of control where 0% means no effect
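Steps: Tsg101 binding domain dispensed (10 uM final), compounds pinned in DMSO, FITC-labeled PTAP-motif peptide added (50 nM final); after 20 min binding at room temperature, polarization measured.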
B2AR arrestin: agonists driving beta-arrestin recruitment to human beta2-adrenergic receptor | P07550 | beta-arrestin recruitment to beta2AR, cell-based reporter | Potency, µM (doses to about 46.1 µM), for the others: top-dose activation, hits mostly activators | hit rate 0.02% among 330,000 | AID 492947;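 further: potency means the concentration at half of the fitted maximal effect; 0% = DMSO controls and full agonism = EC100 isoproterenol or metaproterenol; nearly all actives have a fitted effect of over 65% in size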
BRCA1 expr up: increases BRCA1 expression; MCF7-BRCA1-FFLuc reporter, luminescence, 48 h; response scale: scaled: vehicle 0%, 10 µM genistein 100%; Potency, µM (doses to about 46.1 µM), for the others: at the top dose activation, usual class: activators; hit rate 1.1% among 380,000; further: potency means the concentration at half of the fitted maximal effect; nearly all actives have a fitted effect of over 80% in size; some results filed as inactive show a strong effect at the top dose
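Luminescence from a BRCA1-driven firefly luciferase in MCF7 cells was the read-out, taken 15 min after substrate addition following 48 h compound exposure at 37 °C. Data were normalized to a 10 microM genistein control and DMSO vehicle.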
AT treatment: potential ataxia-telangiectasia treatment | Potency, µM (series often up to 57.5 µM), for the others: at the highest dose activation, usual class: activators | AID 485349 | […] A-T fibroblasts, KAP-1 phosphorylation AlphaLISA; neocarzinostatin DNA damage 30 min before lysis | hit rate 0.19% among 320,000; further: potency means the concentration at half of the fitted maximal effect; % of control where 0% means no effect; nearly all actives have a fitted effect of over 45% in size
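hTERT-immortalized A-T patient fibroblasts ([…]), 500 cells/well in OPTI-MEM, 1% FBS, got compounds for 60 min, then NCS for 30 min at 37C. Lysates were then assayed for phospho-KAP-1 by AlphaLISA (anti-pKAP1 donor, anti-KAP1 acceptor beads), 6 hr at 25C.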
p53 reactivation: mutant p53 re-activation in reporter cells | H1299 p53-A138V BP100-luciferase reporter, luminescence, 24 h | hit rate 0.063% among 320,000 | Potency, µM (top dose mostly 92.2 µM), without a hit: top-dose activity change, positive = activation, hits mostly activators; further: potency means the concentration at half of the fitted maximal effect; % of control where 0% means no effect; nearly all actives have a fitted effect of over 45% in size
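p53-null H1299 cells stably carrying temperature-sensitive p53-A138V and a BP100-luciferase reporter were pinned with compounds (4-point, 1:5 series) and held 24 hrs at 37 deg C. Luminescence was read 10 min after detection reagent.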
TCR act: activates T cell receptor signaling | AID 504894 | 330,000 tested, under 10 active | Potency, µM (top dose mostly 9.22 µM), for inactives: top-dose activation of IL-2 secretion, actives largely listed as activators | primary human leukocytes, anti-CD3, IL-2 HTRF, 48 h; further: % of control where 0% means no effect
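Human primary leukocytes + a-CD3 beads + cpd, 48 hr; IL-2 in supernatant by HTRF (ex 320nm / em 665nm). No co-stimulatory signal supplied.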
MLL CXXC-DNA inh: inhibitors of human MLL CXXC domain-DNA interaction | Q03164 | MLL-CXXC / FITC-HOXA9 DNA fluorescence polarization | Potency, µM (doses to about 115 µM), for inactives: top-dose activity change, negative = inhibition, most hits filed as inhibitors | hit rate 0.037% among 290,000; active means well fitted inhibition curve with a large enough effect in the polarisation, with a control signal flat, not every such curve was filed as active; inconclusive means small, poorly fitted or top-dose-only effect, or effect the other way, or a change in a side signal; inactive means no such curve, though single readings can be large or run the other way; the % refers to the polarisation; further: potency means the concentration at half of the fitted maximal effect
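Steps: dispense CXXC domain solution (7 uM) → pin compounds or unlabeled HOX-A9 DNA control → 5 min ambient → add FLSN-HOX-A9 solution (50 nM) → spin → 30 min ambient → fluorescence polarization. Tris pH 7.5/NaCl/DTT/BSA buffer.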
TRPV1 ag: activates the human vanilloid receptor TRPV1 | TRPV1-expressing cells, Fluo-8 calcium influx, agonist mode | activation, % at 8.33 µM | hit rate 0.19% among 320,000 | AID 540275; in the data active means activation above about 80%; inconclusive means between about 30% and that limit; further: 0% is about no effect
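Cells expressing TRPV1 were dye-loaded with Fluo-8 and read kinetically: 10 s baseline, 3 min after compound (agonist portion), then 2 min after EC20 capsaicin (allosteric enhancer portion). Calcium-bound dye fluorescence at 480/520 nm.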
ELG1 DNA repair: inhibitors of ELG1-dependent DNA repair in HEK293T cells. HEK293T ELG1-luciferase reporter, luminescence, 16 h; DNA damage induced by 5-fluorouridine. Potency, µM (titrated, usually from 46.1 µM), for the others: at the top dose activity change, negative = inhibition, usual class: inhibitors. hit rate 2.3% among 330,000. AID 504467; further: potency means the concentration at half of the fitted maximal effect; on the % scale 0 is the no-effect control and ±100 the full control effect; nearly all actives have a fitted effect of over 55% in size
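Cells (2,000 per well) received 5-fluorouridine plus test compound or DMSO and were incubated 16 hr at 37 °C, 5% CO2. Luciferase activity was read by luminescence 30 min after ONE-Glo addition; signal suppression marked inhibition of damage-induced ELG1 function.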
Active calls of the source: *; ? = inconclusive; nt = not tested or not shown; & = joins results of further samples; [ ] = dose if it differs, or a comment. Unless noted, the call rests on the fitted dose curve; in most records, active means well fitted curve in the direction sought with a large enough effect; inconclusive means small, poorly fitted or top-dose-only effect, or another doubt; inactive means no such curve, though single readings can be large; an effect the other way counts as inactive or inconclusive.

SMILES	Integrin act MD	TSG101-PTAP inh	B2AR arrestin	BRCA1 expr up	AT treatment	p53 reactivation	TCR act	MLL CXXC-DNA inh	TRPV1 ag	ELG1 DNA repair
COc1cc(C(=O)NCc2cccc3ccccc23)ccc1OCc1ccccc1	-7%	-6%	0.4%	-12%	-1%	8%	-2%	12%	0	?
O=C(NCCCO)c1cc2c(cn1)[nH]c1ccccc12	-6%	-2%	0.7%	96%	6%	13%	5%	6%	-5	?
CCCC(O)(CCN1CCCCC1)c1ccc(OCC)cc1 (centres undefined)	-5%	-2%	-0.9%	-8%	?	4%	-2%	16%	nt	-9%
Fc1ccc(-c2nnn3c2nc(NCc2ccccc2)c2ccccc23)cc1	5%	-7%	-0.3%	-15%&-17%	17%	-2%	5%	-1%	1	0%
Fc1cccc(Nc2c3c(nc4ccccc24)CCC3)c1	8%	-3%	-1.1%	-39%	-17%	3%	1%	3%	?	-2%
COc1ccccc1N=c1oc2c(OC)cccc2cc1C(=O)NCc1ccco1	3%	-4%	0.4%	-6%	2%	13%	9%	-13%	10	12%
c1ccc(Cc2nn3c(COc4ccccc4)nnc3s2)cc1	32%	-6%	-0.4%	45%	-7%	-1%	nt	-7%	22	0%
O=C1Nc2cc(C(=O)N3CCN(c4ccc(F)cc4)CC3)ccc2NC1CSCc1cccc(F)c1 (centres undefined)	-3%	5%	-0.1%	-6%	-8%	2%	-3%	20%	-3	-2%
Fc1ccccc1/C=N/n1cc(-c2ccccc2)[nH]c1=S	-12%	-6%	?	29%	-59%[inhibitor]	17%	-5%	?	2	?
CCOC(=O)c1ccc(NCc2ccncc2)cc1	9%	0%	nt	7%	nt	nt	2%	nt	nt	nt
COc1ccc(NC(=O)CN2CCC(NC(=O)C3CCCCC3)CC2)c([N+](=O)[O-])c1	1%	-3%	-0.1%	-11%	-6%	2%	-5%	-6%	-3	-1%
O=C(c1ccsc1)N1CCCC(Nc2ccc(F)c(F)c2)C1 (centres undefined)	-23%	-4%	0.0%	1%	-6%	-3%	-2%	-1%	?	?
Cc1nc2cc(NC(=O)NCCCO)ccc2o1	21%	0%	-0.1%	13%	9%	4%	-10%	-1%	-4	-13%
COC(=O)[C@]1(C)N[C@H](CN(C)S(=O)(=O)c2ccc(F)cc2)[C@@H]2C(=O)N(Cc3ccccc3)C(=O)[C@@H]21	21%	-12%	0.0%	2%	17%	-10%	1%	nt	nt	-4%
O=C1[C@@H]2CSCN2C(=O)CN1Cc1cccc(C(F)(F)F)c1	-12%	-8%	0.2%	-11%	-9%	17%	-7%	10%	-4	-2%
CC(C)CNC(=S)NC1CC2CCCC(C1)N2C1CCCCC1 (centres undefined)	-13%	3%	0.1%	-9%	0%	20%	4%	-2%	0	5%
CCc1cc(C(=O)NNC(=O)CCN2CCN(c3ccccc3)CC2)sc1C	0%	-15%	-0.1%	-17%	18%	-10%	3%	8%	0	0%
O=C(NCc1ccccn1)c1cc(-c2ccncc2)nc2ccccc12	4%	-2%	-0.1%	-14%	-1%	3%	-4%	nt	-2	10%
Cc1ccc(-c2nnc(N3CCN(c4ccccn4)CC3)c3ccccc23)cc1	-51%[inhibitor]	0%	-0.3%	-95%[inhibitor]	3%	-5%	2%	7%	?	16µM*
Cc1ccc(C(=O)CSC2=C(C#N)C(c3ccco3)C3=C(CCCC3=O)N2)cc1 (centres undefined)	-40%	1%	3.3%	-52%	-1%	-1%	0%	8%	4	6.5µM*
Cc1cccc(/C(N)=N/OC(=O)CCCN2C(=O)c3ccccc3C2=O)c1	-20%	-4%	-0.7%	12%	6%	6%	6%	5%	11	1%
COc1ccc(NC(=O)O/N=C2/CCCc3ccc(OC)cc32)cc1	17%	-6%	-0.9%	-17%	-4%	8%	6%	-15%	27	-8%
COc1ccccc1C(=O)Nc1cccc(C(=O)c2ccccc2)c1	42%	0%	0.8%	58%	11%	-1%	1%	-6%	8	-13%
O=C(O)CNC(=S)N(Cc1ccco1)Cc1ccccc1Cl	0%	0%	-0.4%	6%	-1%	8%	-1%[46.1 µM]	2%	-1	?
Cc1ccccc1Oc1ccc(Oc2ccccc2C)nn1	-18%	-5%	0.4%	7.1µM*	10%	21%	nt	0%	-7	?
O=[N+]([O-])c1ccc(Cl)c(S(=O)(=O)n2ccnc2)c1	21%	-3%	-0.3%	-2%	0%	4%	-1%	-10%	0	-5%
CCc1ccccc1OCC(=O)Nc1ccc(C)c(S(=O)(=O)N2CCCCCC2)c1	-4%	-6%	0.1%	-50%	9%	4%	-11%	nt	2	21µM*
CCOC(=O)Oc1ccc(C(=O)OCCCN(C)C)cc1OC	-9%	0%	-0.8%	0%	nt	5%	-6%[46.1 µM]	11%	1	7%
COc1ccc(-n2c3c(cc(C(=O)N4CCCCC4)c2=O)C(=O)CC(C)(C)C3)cc1	-6%	-2%	0.0%	3%	-2%	6%	-5%	-2%	2	0%
Cc1ccc(C)c(NC(=O)C2CCCN(S(=O)(=O)c3cccnc3)C2)c1 (centres undefined)	0%	-8%	0.0%	3%	0%	-5%	7%	9%	-3	1%
COc1ccc(C(=O)Cc2ccc3c(c2)OCO3)c(O)c1	1%	-4%	-3.8%	?	3%	?	1%[46.1 µM]	1%	-9	?
Cc1c(N=C2SCC(=O)N2/N=C/c2ccccc2)c(=O)n(-c2ccccc2)n1C	4%	-2%	-0.3%	-10%	8%	-4%	6%[46.1 µM]	0%	2	0%
COc1ccc(C(=O)NN)cc1COc1ccc(Br)cc1	13%	-1%	0.0%	-71%	-1%	-1%	2%	3%	-8	1%
O=C(c1cc2nc(-c3ccco3)cc(C(F)(F)F)n2n1)N1CCCc2ccccc21	?	-1%	0.1%	-3%	5%	-6%	7%	6%	1	?
CC(C)(CNC(=O)C1CCCN1C(=O)c1cccs1)N1CCOCC1 (centres undefined)	8%	0%	-0.1%	0%	2%	2%	-2%	-1%	0	5%
O=S1(=O)c2ccc(Br)cc2N2CCC[C@@H]2CN1Cc1ccccc1	-10%	-3%	-0.6%	-55%	10%	12%	1%[46.1 µM]	nt	nt	?
O=S(=O)(c1ccccc1)C(/C=N\O)/C=C/c1ccccc1 (centres undefined)	-26%	0%	0.2%	-11%	2%	4%	-4%	14%	4	-9%
N#Cc1c(N)nc2c(c1-c1ccc(Br)s1)CCCC2	-18%	0%	0.8%	-17%	0%	1%	-3%[46.1 µM]	4%	-2	15%
O=C1NC[C@H](c2ccccc2)N(CCc2cccc3ccccc23)C1=O	7%	0%	0.9%	-11%	5%	-6%	-2%	6%	1	-5%
CC1CCCCC12NC(=O)N(CC(=O)Nc1ccc(S(=O)(=O)Nc3ncccn3)cc1)C2=O (centres undefined)	19%	2%	-0.3%	5%	-3%	5%	nt	nt	0	27%
CC(=O)Nc1ccc2nc(-c3ccccn3)[nH]c2c1	-22%	-4%	0.4%	?	6%	18%	1%	-19%	2	?
CCCCCCOc1ccc(N2C(=O)CC(N(CCc3ccc(S(N)(=O)=O)cc3)C(C)=O)C2=O)cc1 (centres undefined)	-12%	-2%	0.1%	0%	-5%	16%	-3%	-1%	1	0%
CCOC(=O)c1ccc(NC(=S)NCC(O)c2ccccc2)cc1 (centres undefined)	-22%	3%	0.5%	2%	0%	-6%	-1%	-8%	0	4%
Cc1cccc(NC(=O)CN2C(=O)NC(C)(c3ccc4c(c3)OCO4)C2=O)c1 (centres undefined)	-14%	-2%	0.5%	6%	-2%	0%	1%	0%	?	-15%
C=C1CSc2nc(=O)c3c4c(sc3n21)CCC4	-9%	-8%	-0.1%	-3%	4%	1%	-2%	-8%	1	21µM*
COc1ccc(/C=C2\CCc3c2nc2ccccc2c3C(=O)O)cc1OC	29%	1%	4.5%	-18%	21%	-1%	-8%	-8%	3	?
Cc1ccccc1Cn1cnc2ccccc2c1=O	3%	0%	-0.4%	24%	6%	-20%	-1%[46.1 µM]	-2%	2	-1%
N/C(=N\OC(=O)c1ccc(Cl)c(Cl)c1)c1cccnc1	45%	-2%	0.3%	84%	8%	?	2%	44%[activator]	17	?
COc1cc(NC(=S)Nc2ccc(S(=O)(=O)N3CCOCC3)cc2)cc(OC)c1OC	0%	-4%	0.4%	-2%	4%	-11%	nt	0%	-2	-21%
COC(=O)C(NC(=O)c1ccccc1Cl)(Nc1ncc(S(=O)(=O)c2ccc([N+](=O)[O-])cc2)s1)C(F)(F)F (centres undefined)	-2%	-4%	-0.4%	-46%	1%	13%	nt	0%	4	-19%
